Screening data: PubChem BioAssay, Southern Research Specialized Biocontainment Screening Center
H1N1 NS1A inhibition = H1N1 influenza NS1A inhibitors, functional cell based assay (AID 504329); NS1A functional cell-based assay, percent inhibition; higher % means a stronger effect; one-dose inhibition, % at 12.5 µM; IC50 in µM for titrated hits; 340,000 compounds, 0.3% hits; in the data active = a potency from the dose series; inconclusive = inhibition above about 27% without an active follow-up result; also: strong numbers were not always called active
M. tuberculosis HTS = M. tuberculosis growth inhibition, HTS (AID 449762). one-dose inhibition, % at 25 µM; IC50 in µM for titrated hits. M. tuberculosis H37Rv growth inhibition, 7H9 media; higher % means a stronger effect. 330,000 compounds, 0.59% hits; in the data active = a potency from the dose series; inconclusive = inhibition above about 70% without an active follow-up result;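 also: bacterial growth assessed after seven days of incubation; strong numbers were not always called active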
inhibitors of VEEV = inhibitors of VEEV TC-83 cytopathic effect, confirmation, Vero cells (AID 588727). Vero cells, VEEV TC-83 cytopathic effect inhibition; higher % means a stronger effect. 350,000 compounds, 0.13% hits. inhibition, % at 20 µM, or IC50 in µM where a hit was titrated; in the data active = a potency from the dose series; inconclusive = inhibition mostly from about 14% at the one dose, without a potency; inactive = the rest, 99 in 100 with inhibition below about 12%; also: strong numbers were not always called active
Salmonella PhoP GFP = Inhibition of PhoP regulon, Salmonella typhi GFP reporter cells, confirmation, 4 h (AID 1850). Salmonella Typhi PhoP-promoter GFP reporter, fluorescence, 4 h; higher % means a stronger effect. one-dose inhibition, % at 50 µM; IC50 in µM for titrated hits. 310,000 compounds, 0.33% hits; in the data active = a potency from the dose series; inconclusive = inhibition mostly from about 25% at the one dose, without a potency; inactive = the rest, 99 in 100 with inhibition below about 19%;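 also: 0% = induced wells with vehicle and 100% = uninduced wells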
tuberculosis growth = growth inhibition of non-replicating M. tuberculosis (AID 488890); Mycobacterium tuberculosis non-replicating, growth inhibition; higher % means a stronger effect; inhibition, % at 25 µM; hits with a dose series show IC50 in µM; 320,000 compounds, 0.39% hits; in the data active = a potency from the dose series; inconclusive = inhibition mostly from about 82% at the one dose, without a potency; inactive = the rest, 99 in 100 with inhibition below about 76%;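 also: plate controls were DMSO cells for no effect and high antibiotic wells for full effect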
inhibitors of VEEV 10K pilot screen = recorded beside inhibitors of VEEV, whose call it bears; inhibition, %; measured here: 10K pilot screen inhibition
* = called active by the depositor; i = inactive; u = inconclusive; x = no result given. Rows are unselected; 1.4% or so of the library scored in one or more.

SMILES | H1N1 NS1A inhibition | M. tuberculosis HTS | inhibitors of VEEV | Salmonella PhoP GFP | tuberculosis growth | others
C=C1CCC[C@]2(C)C[C@H]3OC(=O)C(CN4CCOCC4)[C@H]3C[C@@H]12 (some centres not stated) | -2% | 1% | i | -16% | 66%
CCOc1ccccc1N(C)C(=O)C1CCN(S(=O)(=O)c2cccc3nonc23)CC1 | 2% | 4% | 1.9% | -1% | 33%
Cc1cc(NC(=O)CSc2nnc(-c3ccccc3Cl)o2)no1 | 13% | -7% | 2.3% | -1% | u
Cc1cc(C=C2C(=O)c3ccccc3C2=O)c(C)n1-c1ccc(Cl)cc1 | -16% | x | i | x | x
Cn1c(-c2ccc3c(c2)OCO3)cnc1NCc1cccc(Cl)c1 | 1% | u | 0.1% | 3% | u
CC(C)c1ccc(N2C(=O)CC(Sc3ncn[nH]3)C2=O)cc1 (configuration not stated) | -8% | -6% | 2.1% | 12% | i
Cc1ccc(C)c2c1cc(C)c1nnc(SCC(=O)Nc3nc4c(s3)CCCC4)n12 | -5% | -5% | 4.0% | -3% | 14%
COC(=O)c1ccc(OCC(=O)N2CCCc3ccccc32)cc1 | -6% | -7% | 0.1% | 11% | 14%
O=C1Cc2cc(S(=O)(=O)NCc3ccccc3Cl)cc3c2N1CCC3 | 7% | -7% | 1.4% | 1% | 12%
O=C(Nc1ccc(OC(F)(F)F)cc1)C1CCCCN1S(=O)(=O)c1ccccc1 (configuration not stated) | -8% | x | 1.4% | x | x

Reprinted from the listing for reference:
SMILES | H1N1 NS1A inhibition | M. tuberculosis HTS | inhibitors of VEEV | Salmonella PhoP GFP | tuberculosis growth | others
C=C1CCC[C@]2(C)C[C@H]3OC(=O)C(CN4CCOCC4)[C@H]3C[C@@H]12 (some centres not stated) | -2% | 1% | i | -16% | 66%
CCOc1ccccc1N(C)C(=O)C1CCN(S(=O)(=O)c2cccc3nonc23)CC1 | 2% | 4% | 1.9% | -1% | 33%
Cc1cc(NC(=O)CSc2nnc(-c3ccccc3Cl)o2)no1 | 13% | -7% | 2.3% | -1% | u

Additional results follow:
SMILES | H1N1 NS1A inhibition | M. tuberculosis HTS | inhibitors of VEEV | Salmonella PhoP GFP | tuberculosis growth | others
O=C(c1coc(=O)c(Br)c1)N1CCCc2ccccc21 | -21% | 6% | 0.6% | 1% | 1%
CCCCc1cc(=O)oc2c(C)c(OCC(=O)N3CCC(C(N)=O)CC3)ccc12 | -5% | -1% | 0.9% | 11% | -15%
Cc1n[nH]c(=S)n1/N=C/c1ccccc1OCc1ccc(Cl)cc1 | -6% | 6% | i | 4% | -23%
O=c1[nH]cnc2c1ncn2-c1ccc(Cl)cc1 | 3% | x | 9.6% | x | x
CC(C)N(Cc1nc(-c2ccccc2)no1)C(=O)c1ccc2c(c1)OCO2 | 2% | 4% | i | 1% | 15%
Cc1ccc(S(=O)(=O)NCC2CCC(C(=O)N3CCN(C)CC3)CC2)cc1 (configuration not stated) | -1% | 6% | 1.2% | 6% | 5%
CCN(c1ccccc1)S(=O)(=O)c1cnc[nH]1 | 2% | -2% | 1.2% | -7% | -3%
COC(=O)C(C)Sc1nc(NCc2ccccc2)nc(N(C)C)n1 (configuration not stated) | 5% | -2% | 0.5% | 1% | 12%
Cc1ccc(-c2nnn(CC(=O)N(CC3CCCO3)C(C(=O)NC3CCCC3)c3ccc(O)cc3)n2)o1 (configuration not stated) | -2% | 17% | 1.2% | -8% | 19%
COc1ccc(NC(=O)CN(C)S(=O)(=O)c2ccccc2)c([N+](=O)[O-])c1 | 1% | -2% | i | -7% | -9%
COc1nn(CC(=O)N2N=C(C)CC2(O)C(F)F)cc1[N+](=O)[O-] (configuration not stated) | 2% | -3% | 2.4% | 6% | 17%
CC1=CC(C)(C)NC(=S)N1C(C)c1ccccc1 (configuration not stated) | -3% | -2% | 0.2% | -9% | 0%
O=C(Nc1ccc(C(=O)O)cc1)Nc1ccc([N+](=O)[O-])cc1 | 1% | 7% | 0.2% | 7% | 6%
Cc1ccc2nc(N(CCCN(C)C)C(=O)c3ccc(S(=O)(=O)N4CCCCCC4)cc3)sc2c1 | 0% | 37% | 6.0% | -3% | 42%
C(=C\c1ccccc1)/C=N/Nc1nc(N2CCOCC2)nc(N2CCOCC2)n1 | -14% | 2% | 0.2% | -9% | 5%
COC(=O)c1c(NC(=O)COC(=O)CNC(=O)C2CCCCC2)sc(C)c1C | -8% | -2% | 0.1% | -11% | 3%
CC(CC(=O)Nc1nccs1)c1ccccc1 (configuration not stated) | -1% | 6% | 1.1% | -3% | 1%
Cc1ccc(C2=Nc3ccccc3NC(C)(c3ccc(C)o3)C2)o1 (configuration not stated) | 6% | -7% | 9.3% | 7% | 14% | inhibitors of VEEV 10K pilot screen=3.1
C=CCOc1cccc(CNn2cn[nH]c2=S)c1 | 7% | -4% | 1.3% | -8% | 33%
O=C1OCCN1CCNCc1cn(-c2ccc(F)cc2)nc1-c1ccccc1Cl | 0% | 0% | 0.5% | -6% | 15%
COc1ccc(C2C3=C(CC(C)(C)CC3=O)N(CC(=O)O)C3=C2C(=O)CC(C)(C)C3)cc1OC | -5% | 1% | 1.1% | -4% | 0%
Cc1nc(-c2ccccc2)sc1C1(C)CC(c2ccc([N+](=O)[O-])cc2)=NO1 (configuration not stated) | 6% | 67% | 0.5% | 10% | 2%
CCN(CC)S(=O)(=O)c1cccc(-c2n[nH]c(=S)n2/N=C/c2ccc(OC)cc2)c1 | -10% | -1% | 6.2% | -5% | -21%
O=C1C2CCCCN2C(=O)N1CCCN1CCN(c2ccc(F)cc2)CC1 (configuration not stated) | -1% | 3% | 2.3% | 11% | -12%
Cc1ccc(/C=C(\NC(=O)c2ccccc2)C(=O)N2CCCC2C(=O)O)cc1 (configuration not stated) | -4% | 7% | 2.6% | -16% | -5%
CC(C)NC(=O)N(C)C[C@H]1Oc2c(NC(=O)Cc3ccccc3)cccc2C(=O)N([C@H](C)CO)C[C@@H]1C | -11% | 1% | i | x | 0%
O=C(CN1CCN(C2CCCCC2)CC1)c1ccc2cc[nH]c2c1 | 6% | -8% | 1.4% | 2% | -11%
CSc1nnc(Cn2c(=O)sc3ccccc32)n1-c1ccccc1C | 13% | -4% | i | -12% | 14%
CCN(CC)S(=O)(=O)c1ccc(/C=C/C(=O)OCC(=O)N(C(C)C)C(C)C)cc1 | -8% | 3% | 0.8% | 0% | -1%
CC1CCN(C(=O)C2Cc3ccccc3CN2S(=O)(=O)c2ccc(F)cc2)CC1 (configuration not stated) | 10% | -3% | i | -1% | -3%
CCCCNCCCCOc1ccccc1 | 4% | 33% | i | -12% | 13%
Cc1ccc(-n2nc(C(=O)O)c(O)cc2=O)cc1 | 1% | 4% | i | -4% | 1%
CCCCNS(=O)(=O)c1ccc2nc(-c3cccnc3)cc(C(=O)NC(C)C)c2c1 | -2% | -8% | 0.9% | 9% | -14%
CC(Sc1cccc[n+]1[O-])C(=O)Nc1ccc(Oc2ccccc2)cc1 (configuration not stated) | 2% | 58% | 1.8% | 1% | 28%
Cc1nnc(NC(=O)c2ccc(S(=O)(=O)N(C)c3ccccc3)cc2)s1 | 3% | 0% | 0.7% | x | 5%
COc1cccc(/C=N/c2sc(Cc3ccccc3)c(C)c2C(N)=O)c1O | 1% | -3% | 0.7% | -9% | -8%
COc1ccccc1CNC(=O)COC(=O)c1ccc(C)c(S(=O)(=O)N2CCCCC2)c1 | -5% | 0% | 1.8% | -6% | 7%
COC(=O)c1cnc2c(c(C)nn2C)c1OC | x | -10% | 0.3% | 7% | -6%
O=C(CCCN1C(=O)c2cccc3cccc(c23)C1=O)NCc1ccco1 | -6% | 0% | 0.9% | -7% | -2%
COc1ccc(C2NC3=C(CCC3)C3(C#N)C(OC)(OC)N=C(N)C23C#N)cc1 (configuration not stated) | 5% | -2% | 0.8% | 2% | -18%

Of the compounds above, these have fluorine.
SMILES | H1N1 NS1A inhibition | M. tuberculosis HTS | inhibitors of VEEV | Salmonella PhoP GFP | tuberculosis growth | others
O=C(Nc1ccc(OC(F)(F)F)cc1)C1CCCCN1S(=O)(=O)c1ccccc1 (configuration not stated) | -8% | x | 1.4% | x | x
COc1nn(CC(=O)N2N=C(C)CC2(O)C(F)F)cc1[N+](=O)[O-] (configuration not stated) | 2% | -3% | 2.4% | 6% | 17%
O=C1OCCN1CCNCc1cn(-c2ccc(F)cc2)nc1-c1ccccc1Cl | 0% | 0% | 0.5% | -6% | 15%
O=C1C2CCCCN2C(=O)N1CCCN1CCN(c2ccc(F)cc2)CC1 (configuration not stated) | -1% | 3% | 2.3% | 11% | -12%
CC1CCN(C(=O)C2Cc3ccccc3CN2S(=O)(=O)c2ccc(F)cc2)CC1 (configuration not stated) | 10% | -3% | i | -1% | -3%

New compounds follow:
SMILES | H1N1 NS1A inhibition | M. tuberculosis HTS | inhibitors of VEEV | Salmonella PhoP GFP | tuberculosis growth | others
C=CCn1c(C)cc(C(=O)COC(=O)c2ccc3c(c2)NC(=O)CS3)c1C | -5% | 5% | 8.7% | -3% | 32%
COCCOC(=O)c1c(C)n(C)c2ccc(OC(=O)N3CCOCC3)cc12 | 1% | -7% | 2.0% | 2% | 8% | inhibitors of VEEV 10K pilot screen=4.1
CCNC(=O)CSC1=N/C(=C\c2ccc(O)c(OCC)c2)C(=O)N1c1ccc(OC(F)F)cc1 | -4% | 4% | 9.7% | -17% | 11%
CCc1ccccc1S(=O)(=O)Cc1ccc(C(=O)NCC2CCCO2)o1 (configuration not stated) | -2% | 8% | 1.5% | 5% | 1%
Cc1ccc(S(=O)(=O)N2CCN(CC(=O)N3CCCC3)CC2)c(C)c1 | 1% | -2% | 1.8% | x | -1%
COC(=O)C1=C(C)N(Cc2cccnc2)C(=O)/C1=C\c1sccc1C | 6% | -2% | 6.5% | 7% | 15%
COc1ccc(C(=O)/C=C\N2CCOCC2)cc1 | 3% | -7% | 1.6% | -11% | 10%
COC(=O)CCC(=O)Nc1nnc(C(F)(F)F)s1 | 7% | 2% | 1.7% | 10% | -5%
O=C(CSc1nnc(-c2ccco2)o1)c1ccccc1 | 1% | -5% | 5.8% | 4% | 79%
C=CC[C@@H](CC(=O)NCCO)C(=O)N[C@H](C)COC(=O)[C@@H](CC=C)Cc1ccc(F)cc1 | 1% | 6% | i | x | 7%
CC12CC3CC(C)(C1)CC(C(=O)NCc1ccncc1)(C3)C2 | -4% | -3% | 0.5% | -5% | -4%
Cc1nc2cc(NCc3cc([N+](=O)[O-])ccc3O)ccc2n1Cc1ccccc1 | -15% | 5% | 1.2% | -7% | 15%
c1ccc(Cc2cc(-c3ccccc3)on2)cc1 | -10% | 1% | 1.0% | 4% | u
CC(C)CCNC(=O)Cn1c(=O)oc2cc(S(=O)(=O)N3CCc4ccccc43)ccc21 | -3% | 5% | 0.9% | -24% | x
CC(C)N1CCCC(CNC(=O)CCc2nnc(CCCCc3ccccc3)o2)C1 (configuration not stated) | -8% | 0% | 0.2% | 5% | 6%
O=C(NCCCCc1ccccc1)C1CC(c2ccc([N+](=O)[O-])cc2)=NO1 (configuration not stated) | 8% | 7% | i | 6% | 49%
Cc1cccc2nc(-c3cccc(NC(=O)c4ccc(Cl)cc4)c3)cn12 | -18% | -4% | 8.7% | 0% | x
CSc1ccccc1NC(=O)COc1ccc(Cl)cc1C | -7% | 20% | 4.8% | 2% | 73%
O=C(NCc1ccc(Cl)c(Cl)c1)c1cccnc1 | 3% | 0% | i | -4% | 17% | inhibitors of VEEV 10K pilot screen=1.7
Clc1ccccc1CN1CCN(CCCc2ccccc2)CC1 | 2% | x | 0.9% | x | x
CCCCCCCCCCC[N+](C)(C)CC/C=C1/c2ccccc2Sc2ccc(Cl)cc21 | 8% | 7µM* | i | 39µM* | u
CC(=O)n1cc([C@@H]2C=C(C(=O)N3CCOCC3)O[C@H](OCCCCO)C2)c2ccccc21 | -15% | -4% | 0.5% | 4% | 9%
Cc1ccccc1N(CC(=O)NCCc1ccccc1)C(=O)CCC(=O)Nc1ccccn1 | 7% | -2% | 0.8% | 3% | 10%
Cc1ccc(NC(=O)CN2C(=O)NC(Cc3c[nH]c4ccccc34)C2=O)cc1S(=O)(=O)N1CCCCC1 (configuration not stated) | 6% | 2% | 3.4% | 0% | 18%
Cc1ccc2nc(CSc3nnc(-c4ccco4)n3-c3ccccc3)cc(=O)n2c1 | 1% | 15% | 1.2% | -12% | 5%
COc1cc2[nH]c(=S)n(Cc3ccc(C)cc3)c(=O)c2cc1OC | -1% | -4% | i | -1% | -16%
CCN(CC)S(=O)(=O)c1ccc2[nH]c(=O)cc(C(=O)NCC3CCCO3)c2c1 (configuration not stated) | -14% | -1% | 1.9% | 7% | -6%
